TrxR1 substrate: substrates of rat thioredoxin reductase 1; O89049; purified TrxR1 substrate turnover, NADPH consumption readout; Potency, µM (series often up to 114 µM), for the others: top-dose activity change, negative = substrate turnover; 390,000 tested, 0.01% active; AID 588456; also: potency is read from the fitted curve at half-maximal effect; % is scaled to controls: 0 for no effect and ±100 for the full control effect; nearly all actives have a fitted effect of over 50% in size
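Rat TrxR1, dispensed at 90 nM, was prereduced with 400 uM NADPH (final) for 5 min at ~22 deg C, then incubated with compound 15 min before 400 uM selenite. A first-read NADPH fluorescence drop versus no-compound background flagged substrates.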
USP1 inh: blocks the human USP1/UAF1 deubiquitinase complex; recombinant USP1/UAF1, Ub-Rhodamine cleavage fluorescence; Potency, µM (doses to about 57.1 µM), inactives show top-dose activity change, negative = inhibition, most hits filed as inhibitors; 390,000 tested, 0.23% active; also: potency is read from the fitted curve at half-maximal effect; % is scaled to controls: 0 for no effect and ±100 for the full control effect; nearly all actives have a fitted effect of over 60% in size; inactives centre near -12
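Step one: compound is pinned into 1nM USP1/UAF1 in HEPES pH 7.8 buffer with TCEP. Step two: 15 min room-temperature incubation. Step three: Ub-Rho (150nM final) starts cleavage, tracked by fluorescence over six one-minute reads.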
mIDH1 inhibitor: inhibitors of human mutant IDH1 R132H; O75874; 390,000 tested, 0.093% active; Potency, µM (doses to about 76.6 µM), for the others: top-dose activity change, negative = inhibition, most hits filed as inhibitors; IDH1-R132H enzyme, NADPH consumption, diaphorase/resazurin fluorescence; also: potency is read from the fitted curve at half-maximal effect; % is scaled to controls: 0 for no effect and ±100 for the full control effect; nearly all actives have a fitted effect of over 65% in size
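IDH1-R132H (0.5 ug/mL) preincubated 30 min with compound, then NADPH (0.016 mM) and alpha-KG (2 mM) added; 80 min at RT, pH 7.5. Remaining NADPH coupled via diaphorase/resazurin to fluorescence (540/590 nm); concentration-response curves normalized to no-enzyme control.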
RXFP1 agonist: agonists of human relaxin receptor RXFP1; Q9HBX9; HEK293T-RXFP1 cAMP TR-FRET, 30 min; response scale: percent of porcine relaxin response, buffer zero; Potency, µM (highest dose often 57.5 µM), for the others: at the highest dose activation, actives largely listed as activators; 370,000 tested, 0.3% active; AID 2676; also: potency is read from the fitted curve at half-maximal effect; % is scaled to controls: 0 for no effect and ±100 for the full control effect; nearly all actives have a fitted effect of over 60% in size; many of its hits are not listed in these tables
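cAMP rise read by TR-FRET after 30 min, 37C compound exposure (up to 58 uM) in RXFP1-transfected HEK293 cells with Ro 20174 present. EC50 from Hill-equation fits, with 29 nM porcine relaxin as 100% and buffer as basal.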
Vif-A3F inh: inhibitors of Vif-A3F interaction; HeLa A3F-eYFP + Vif (tagged APOBEC3F with the HIV-1 protein that degrades it), YFP fluorescence increase; Potency, µM (titrated, usually from 46.1 µM), inactives show at the highest dose activity, negative = active; 390,000 tested, 0.2% active; AID 602313; also: potency is read from the fitted curve at half-maximal effect; % of control where 0% means no effect; nearly all actives have a fitted effect of over 65% in size
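HeLa cells stably expressing A3F-eYFP plus Vif, plated and incubated overnight at 37 deg C, then exposed to compounds overnight at 37 deg C. Blocked degradation read as raised yellow fluorescence (Ex 488/Em 500-530).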
PI4K2A inh: inhibitors of human PI4K2A; purified PI4K2A, ADP-Glo luminescence, 1 h; stronger effect = lower value; activity change, negative = inhibition, % at 76.9 µM; 420,000 tested, 0.13% active; Q9BTU6; in the data active = activity change below about -50%; inconclusive = mostly about -30% to -49%;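 also: -100% = wells without enzyme as full effect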
Target sequence (Q9BTU6 whole entry, looked up): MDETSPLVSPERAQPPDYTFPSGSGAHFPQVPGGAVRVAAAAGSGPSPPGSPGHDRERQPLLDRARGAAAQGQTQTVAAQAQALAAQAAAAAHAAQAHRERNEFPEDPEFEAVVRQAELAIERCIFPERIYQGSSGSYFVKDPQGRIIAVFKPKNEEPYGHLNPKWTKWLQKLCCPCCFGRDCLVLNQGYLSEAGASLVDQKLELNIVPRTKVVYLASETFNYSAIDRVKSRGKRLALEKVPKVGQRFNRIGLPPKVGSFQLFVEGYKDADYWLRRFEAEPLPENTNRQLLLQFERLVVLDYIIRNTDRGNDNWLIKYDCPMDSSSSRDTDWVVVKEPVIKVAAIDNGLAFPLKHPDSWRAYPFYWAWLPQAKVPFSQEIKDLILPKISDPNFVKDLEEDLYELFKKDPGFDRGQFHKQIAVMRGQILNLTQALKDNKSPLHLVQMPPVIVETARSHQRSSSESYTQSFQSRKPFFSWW
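In this quantitative HTS, ADP production by PI4K2A was quantified luminescently after 1 h at ambient temperature; 100 microM adenosine served as plate-quality control.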
Glioma ERSR ind: induces the endoplasmic reticulum stress response in human glioma cells. U87-MG GRP78 promoter luciferase reporter, 16 h. Potency, µM, for the others: at the top dose activation, usual class: activators. 420,000 tested, 0.02% active. AID 602332; also: potency is read from the fitted curve at half-maximal effect; series mostly up to about 76 µM; % of control where 0% means no effect; nearly all actives have a fitted effect of over 35% in size
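Stably transfected U87-MG human glioma cells carrying a GRP78-based luminescent sensor were seeded at 1000 cells/well, pin-dosed with compounds and incubated 16 h. Luciferase reagent was then added, and end-point luminescence was read after 10 min at room temperature.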
LDHA inh: inhibitors of human lactate dehydrogenase A; purified LDHA, NADH/diaphorase-resazurin fluorescence; stronger effect = lower value; activity change, % (values are at about 110 or 230 µM); 480,000 tested, 0.15% active; AID 1347041; in the data active = activity change below about -30%; inconclusive = mostly about -25% to -30%;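 also: plate controls were DMSO wells for no effect and wells without enzyme for full effect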
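Remaining NADH was detected by diaphorase (0.133 mg/mL) converting 37 µM resazurin to fluorescent resorufin, read at 0 and 20 minutes. The preceding 5-minute room-temperature reaction used 2 nM LDHA, 0.2 mM sodium pyruvate and 0.06 mM NADH at pH 7.4.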
Vif-A3G inh: inhibitors of Vif-APOBEC3G interaction; 410,000 tested, 0.076% active; Potency, µM (highest dose often 46.1 µM), for the others: at the highest dose activity, negative = active, usual class: inhibitors; HeLa A3G-eYFP + Vif (tagged APOBEC3G with the HIV-1 protein that degrades it), YFP fluorescence, overnight;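 also: potency is read from the fitted curve at half-maximal effect; % is scaled to controls: 0 for no effect and ±100 for the full control effect; nearly all actives have a fitted effect of over 60% in size; hits raise eYFP signal because A3G escapes Vif-driven loss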
Target sequence (Q9HC16 whole entry, looked up): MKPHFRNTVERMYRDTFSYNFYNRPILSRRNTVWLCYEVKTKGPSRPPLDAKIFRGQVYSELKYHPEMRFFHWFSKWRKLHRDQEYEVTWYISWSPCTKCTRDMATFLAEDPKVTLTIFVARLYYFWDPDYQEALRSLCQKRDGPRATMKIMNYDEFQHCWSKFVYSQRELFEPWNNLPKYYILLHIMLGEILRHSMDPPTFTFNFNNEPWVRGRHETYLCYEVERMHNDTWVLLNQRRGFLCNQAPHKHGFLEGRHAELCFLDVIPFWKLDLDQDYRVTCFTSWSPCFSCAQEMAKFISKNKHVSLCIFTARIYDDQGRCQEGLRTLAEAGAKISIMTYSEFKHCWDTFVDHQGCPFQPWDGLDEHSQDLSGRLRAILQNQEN
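Read-out is eYFP fluorescence (Ex 488/Em 500-530) from Vif-expressing HeLa A3G-eYFP cells; more signal means A3G escaped Vif-mediated degradation. Cells plated overnight, compound pinned in, incubated overnight at 37 deg C.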
Active calls of the source: *; [ ] = dose if it differs, or a comment. Unless noted, calls follow the shape of the dose curve; as a rule, active = well fitted curve in the direction sought with a large enough effect; inconclusive = small, poorly fitted or top-dose-only effect, or another doubt; inactive = no such curve, though single readings can be large; an effect the other way counts as inactive or inconclusive. The list is partial; rates above refer to the full screens.

Results for COc1ccc(/C=N/OCC(=O)NCc2cccs2)c(OC)c1 ?
TrxR1 substrate: -13%; USP1 inh: 3%; mIDH1 inhibitor: 1%; RXFP1 agonist: -0.4%; Vif-A3F inh: 0%; PI4K2A inh: 1; Glioma ERSR ind: 0%; LDHA inh: -7; Vif-A3G inh: -6%

What do the screens show for `CN1CCC(N2CCN(C3CN(CCc4ccccc4)S(=O)(=O)C3)CC2)CC1` (stereo not drawn)?
PI4K2A inh: -3; Glioma ERSR ind: -3%; LDHA inh: -6; Vif-A3G inh: -3%

How did CCOc1ccc(S(=O)(=O)N(CC(=O)Nc2cccnc2)c2ccc(F)cc2)cc1 do in these assays?
TrxR1 substrate: -18%; USP1 inh: -1%; mIDH1 inhibitor: 4%; RXFP1 agonist: -3.2%; Vif-A3F inh: -13%; PI4K2A inh: 8; Glioma ERSR ind: -5%; LDHA inh: 0; Vif-A3G inh: -19%

How did CCOC(=O)c1ccc(N=c2sc(C(=O)OC)cc(=O)n2-c2ccc(C(=O)OCC)cc2)cc1 do in these assays?
TrxR1 substrate: 3%[57.1 µM]; USP1 inh: -22%; mIDH1 inhibitor: -7%; RXFP1 agonist: 1.2%; Vif-A3F inh: inconclusive; PI4K2A inh: -2; Glioma ERSR ind: inconclusive; LDHA inh: 0; Vif-A3G inh: inconclusive

Results for Cc1ccc(Cl)cc1NC(=O)N[C@@H](CC(C)C)C(=O)O ?
TrxR1 substrate: 8%[0.0914 µM]; USP1 inh: -23%; mIDH1 inhibitor: 6%; RXFP1 agonist: 8.8%; Vif-A3F inh: 10%; PI4K2A inh: 3; Glioma ERSR ind: -4%; LDHA inh: -11; Vif-A3G inh: -1%

How did COc1ccc(OCC(=O)Nc2ccc3c(c2)OCO3)cc1 do in these assays?
TrxR1 substrate: -8%; USP1 inh: -17%; mIDH1 inhibitor: 19%; RXFP1 agonist: 0.9%; Vif-A3F inh: 0%; PI4K2A inh: 2; Glioma ERSR ind: 2%; LDHA inh: 6; Vif-A3G inh: 0%

Results for CC(C)(C)c1cc(NC(=O)c2cccc([N+](=O)[O-])c2)no1 ?
TrxR1 substrate: 8%[57.1 µM]; USP1 inh: -10%; mIDH1 inhibitor: 6%; RXFP1 agonist: -1.4%; Vif-A3F inh: -13%; PI4K2A inh: 2; Glioma ERSR ind: 8%; LDHA inh: -9; Vif-A3G inh: -4%

How did Cc1ccc(C(=O)Cc2ccccc2)o1 do in these assays?
TrxR1 substrate: 2%; USP1 inh: inconclusive; mIDH1 inhibitor: 12%; RXFP1 agonist: 1.1%; Vif-A3F inh: -5%; PI4K2A inh: -3; Glioma ERSR ind: -1%; LDHA inh: 7; Vif-A3G inh: 0%

Results for O=C(NCCc1ccccc1)C1CCCN(S(=O)(=O)c2cccs2)C1 (stereo not drawn) ?
TrxR1 substrate: 5%; USP1 inh: -16%; mIDH1 inhibitor: 1%; RXFP1 agonist: 0.5%; Vif-A3F inh: 1%; PI4K2A inh: -4; Glioma ERSR ind: -1%; LDHA inh: -4; Vif-A3G inh: -5%

How did Cc1ccc(NC(=O)C2CC(O)CN2C(=O)OCc2ccccc2)c(C)c1 (stereo not drawn) do in these assays?
TrxR1 substrate: -10%; USP1 inh: -2%; mIDH1 inhibitor: -4%; RXFP1 agonist: 1.3%; Vif-A3F inh: 2%; PI4K2A inh: 1; Glioma ERSR ind: -4%; LDHA inh: -1; Vif-A3G inh: 4%

How did CCOC(=O)c1c(C)c(C(=O)NCC2CCCO2)c(C)n1CC (stereo not drawn) do in these assays?
TrxR1 substrate: 1%; USP1 inh: -10%; mIDH1 inhibitor: 2%; RXFP1 agonist: -1.8%; Vif-A3F inh: 0%; PI4K2A inh: 2; Glioma ERSR ind: -2%; LDHA inh: 7; Vif-A3G inh: 1%

Results for CCc1[nH]c(=O)[nH]c1C(C)S(=O)(=O)c1ccc(C)cc1 (stereo not drawn) ?
TrxR1 substrate: 12%[57.1 µM]; USP1 inh: -7%; mIDH1 inhibitor: -5%; RXFP1 agonist: -1.1%; Vif-A3F inh: 13%; PI4K2A inh: -8; Glioma ERSR ind: -4%; LDHA inh: 2; Vif-A3G inh: -11%

What do the screens show for `CCc1noc(C)c1C(=O)OCC(=O)NCc1ccc(Cl)cc1`?
TrxR1 substrate: 5%[57.1 µM]; USP1 inh: -11%; mIDH1 inhibitor: -5%; Vif-A3F inh: -2%; PI4K2A inh: 2; Glioma ERSR ind: 7%; LDHA inh: -1; Vif-A3G inh: -1%

How did O=C(NCCC(=O)N1CCN(c2ccccn2)CC1)c1ccc([N+](=O)[O-])cc1 do in these assays?
TrxR1 substrate: 0%; USP1 inh: -19%; mIDH1 inhibitor: 3%; Vif-A3F inh: -17%; PI4K2A inh: -14; Glioma ERSR ind: -1%; LDHA inh: -1; Vif-A3G inh: -9%

How did CCCCN(C(=O)CCCSc1nc2ccccc2[nH]1)c1c(N)n(Cc2ccccc2)c(=O)[nH]c1=O do in these assays?
TrxR1 substrate: 6%; USP1 inh: -18%; mIDH1 inhibitor: 3%; RXFP1 agonist: -0.7%; Vif-A3F inh: 5%; PI4K2A inh: 0; Glioma ERSR ind: -3%; LDHA inh: -9; Vif-A3G inh: 1%

Results for Cc1ccccc1C(=O)N/N=C/c1ccncc1 ?
TrxR1 substrate: -3%; USP1 inh: -14%; mIDH1 inhibitor: 5%; RXFP1 agonist: 1.2%; Vif-A3F inh: -1%; PI4K2A inh: 2; Glioma ERSR ind: -1%; LDHA inh: -4; Vif-A3G inh: 2%

How did O=C(OCC(=O)N(CCc1ccccc1)Cc1ccccc1)c1ccccc1[N+](=O)[O-] do in these assays?
TrxR1 substrate: -13%; USP1 inh: -14%; mIDH1 inhibitor: 1%; RXFP1 agonist: -1.3%; Vif-A3F inh: 5%; PI4K2A inh: 3; Glioma ERSR ind: -1%; LDHA inh: -2; Vif-A3G inh: -1%

What do the screens show for `Cn1c(=O)n(C)c2cc(NS(=O)(=O)c3ccc(C(C)(C)C)cc3)ccc21`?
TrxR1 substrate: -10%; USP1 inh: -9%; mIDH1 inhibitor: 0%; RXFP1 agonist: 2.7%; Vif-A3F inh: -18%; PI4K2A inh: -4; Glioma ERSR ind: -5%; LDHA inh: -5; Vif-A3G inh: -5%

What do the screens show for `COc1ccc(NC(=O)c2c(NC(=O)CNCc3ccco3)sc3c2CCC3)cc1`?
TrxR1 substrate: 2%; USP1 inh: -14%; mIDH1 inhibitor: -3%; RXFP1 agonist: 1.9%; Vif-A3F inh: -4%; PI4K2A inh: 6; Glioma ERSR ind: -5%; LDHA inh: -6; Vif-A3G inh: -7%

What do the screens show for `O=S1(=O)CCN(C2CCCC2)CC1`?
USP1 inh: -10%; mIDH1 inhibitor: -5%; Vif-A3F inh: 1%; PI4K2A inh: 1; Glioma ERSR ind: -3%; LDHA inh: 1; Vif-A3G inh: 4%

How did CCCCNC(=O)c1ccc2c(c1)N(Cc1ccc(F)cc1)C(=O)c1ccccc1S2=O (stereo not drawn) do in these assays?
TrxR1 substrate: -3%; USP1 inh: -21%; mIDH1 inhibitor: -18%; RXFP1 agonist: -3.1%; Vif-A3F inh: 1%; PI4K2A inh: -6; Glioma ERSR ind: -3%; LDHA inh: -4; Vif-A3G inh: -2%

What do the screens show for `COc1ccc(NC(=O)COC(=O)Cc2cccs2)cc1Cl`?
USP1 inh: -26%; mIDH1 inhibitor: -3%; Vif-A3F inh: 0%; PI4K2A inh: -1; Glioma ERSR ind: -6%; LDHA inh: -6; Vif-A3G inh: 5%

Results for Cc1cccc(C)c1-n1c(C)nn(CC#N)c1=O ?
TrxR1 substrate: -10%; USP1 inh: 0%; mIDH1 inhibitor: -1%; RXFP1 agonist: -0.7%; Vif-A3F inh: 0%; PI4K2A inh: 3; Glioma ERSR ind: 0%; LDHA inh: -13; Vif-A3G inh: 1%

How did O=C(CSc1nc(-c2cccs2)nc2cc(=O)[nH]n12)Nc1ccccc1F do in these assays?
TrxR1 substrate: 6%[57.1 µM]; USP1 inh: 4%; mIDH1 inhibitor: -13%; RXFP1 agonist: 2.6%; Vif-A3F inh: 0%; PI4K2A inh: -16; Glioma ERSR ind: 0%; LDHA inh: 0; Vif-A3G inh: -2%

Results for CCC(=O)Nc1ccc2c(c1)C(=O)c1ccccc1C2=O ?
TrxR1 substrate: 8%[57.1 µM]; USP1 inh: -7%; mIDH1 inhibitor: 2%; RXFP1 agonist: 2.3%; Vif-A3F inh: -9%; PI4K2A inh: 4; Glioma ERSR ind: 3%; LDHA inh: -2; Vif-A3G inh: -4%

What do the screens show for `CCCCN(C(=O)c1cc(CC)c(C)s1)c1c(N)n(CC(C)C)c(=O)[nH]c1=O`?
TrxR1 substrate: 1%; USP1 inh: -10%; mIDH1 inhibitor: 6%; RXFP1 agonist: 2.3%; Vif-A3F inh: -3%; PI4K2A inh: 4; Glioma ERSR ind: -8%; LDHA inh: 0; Vif-A3G inh: -6%

Assay outcomes (PubChem BioAssay)
